Pf Dd2 inh = inhibitors of Plasmodium falciparum Dd2 growth; hit rate 4.3% among 120,000; P. falciparum Dd2 growth, SYBR Green, 72 h; Potency, µM (doses to about 28.9 µM), inactives show at the highest dose activity, negative = inhibition, actives largely listed as inhibitors; active = well fitted inhibition curve with a large enough effect; inconclusive = small, poorly fitted or top-dose-only effect; inactive = no such curve, though single readings can be large or run the other way;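 also: plate controls were DMSO vehicle for no effect and reference drug for full effect; nearly all actives have a fitted effect of over 65% in size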
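Readout: SYBR Green fluorescence, 485 nm excitation, 535 nm emission, after ~16 h lysis at 37C. Before that, Dd2-infected red cells (2.5% hematocrit) grew 72 h with compound, 29 uM top final concentration.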
* = called active by the depositor; i = inactive; ? = inconclusive; [ ] = another dose, or the depositor's remark. Potency is read from the fitted curve at half-maximal effect.

SMILES	Pf Dd2 inh
COc1ccc(C(=O)N2CC[C@](O)(c3ccccc3)[C@H](N(C)C)C2)cn1	i[5.79 µM]
O=C(NCc1ccc(Cl)cc1)c1cc2ccccc2o1	6%
COc1ccc(NC(=O)C2CCCN(S(=O)(=O)c3c(C)[nH]c(=O)[nH]c3=O)C2)cc1Cl (stereo not drawn)	-2%
CN(Cc1cnn(C)c1)c1ccc(-c2nc(COc3ccccc3)no2)cn1	-14%
CCCNC(=O)N(C1CCOCC1)C1CCN(S(=O)(=O)c2cc(F)ccc2C)CC1	?
Cc1c(Cl)cccc1NC(=O)CSc1nc(=O)n(Cc2ccco2)c2c1CCC2	-7%
COCCOC1CCOC2(CCN(C(=O)CCn3nc(C)cc3C)CC2)C1 (stereo not drawn)	-10%
CC(=O)Nc1ccc(S(=O)(=O)N2C[C@@H]3C[C@H](C2)c2c(-c4ccc(Cl)cc4)ccc(=O)n2C3)cc1	i
CCCC(=O)N1Cc2ccccc2CC2(CCCCN2Cc2cccnc2)C1 (stereo not drawn)	?
CC(=O)N1CCC(N2C[C@@H]3OCC(=O)N[C@@H]3C2)CC1	1%[44.1 µM]

Some of these compounds in order of heavy-atom count, largest number first.
SMILES	Pf Dd2 inh
COc1ccc(NC(=O)C2CCCN(S(=O)(=O)c3c(C)[nH]c(=O)[nH]c3=O)C2)cc1Cl (stereo not drawn)	-2%
Cc1c(Cl)cccc1NC(=O)CSc1nc(=O)n(Cc2ccco2)c2c1CCC2	-7%
CN(Cc1cnn(C)c1)c1ccc(-c2nc(COc3ccccc3)no2)cn1	-14%
COc1ccc(C(=O)N2CC[C@](O)(c3ccccc3)[C@H](N(C)C)C2)cn1	i[5.79 µM]
O=C(NCc1ccc(Cl)cc1)c1cc2ccccc2o1	6%

Exported with each value named: 2 of the compounds above.
CC(=O)N1CCC(N2C[C@@H]3OCC(=O)N[C@@H]3C2)CC1
  Pf Dd2 inh: 1%[44.1 µM]

Cc1c(Cl)cccc1NC(=O)CSc1nc(=O)n(Cc2ccco2)c2c1CCC2
  Pf Dd2 inh: -7%

The results go on.
SMILES	Pf Dd2 inh
COc1cccc(C(=O)N2CCc3nc(C)nc(-c4ccc(O)cc4)c3C2)c1	i
Cc1cc(C[C@@H]2COC[C@@H]2NC(=O)CCCn2cnc3ccccc3c2=O)on1	3%
COc1ccc2[nH]c3c(c2c1)CCN(C)C31CCN(C(=O)Cc2cccnc2)CC1	?
COC(=O)[C@@H]1Cc2ncn(Cc3ccc(OC)cc3)c2CN1C(=O)COc1ccccc1	-12%
O=C(Cc1ccsc1)NCCC1CCN(C(=O)Nc2ccc(F)cc2F)CC1	-15%
O=S(=O)(c1ccccc1Cl)N1CCC(c2noc(COCC3CC3)n2)CC1	?
O=C(Cc1cn2ccsc2n1)N1CCCn2nc(C(O)C3CC3)cc2C1 (stereo not drawn)	-27%
CCN(Cc1ccccc1)C(=O)CCc1ccc2c(c1)CN(C(=O)NC(C)C)CCO2	?
COc1ccc(-n2c(=O)c3ccc(C(=O)NCc4ccc(C)cc4)cc3n(Cc3ccc(Cl)cc3)c2=O)cc1	1%
CN1CCN(Cc2nnc(C3CCN(C(=O)C4(N)CC4)CC3)n2C)CC1	5%

Next part, overlapping the part above by 4 compounds.
SMILES	Pf Dd2 inh
O=C(Cc1cn2ccsc2n1)N1CCCn2nc(C(O)C3CC3)cc2C1 (stereo not drawn)	-27%
CCN(Cc1ccccc1)C(=O)CCc1ccc2c(c1)CN(C(=O)NC(C)C)CCO2	?
COc1ccc(-n2c(=O)c3ccc(C(=O)NCc4ccc(C)cc4)cc3n(Cc3ccc(Cl)cc3)c2=O)cc1	1%
CN1CCN(Cc2nnc(C3CCN(C(=O)C4(N)CC4)CC3)n2C)CC1	5%
Cn1ncnc1CCNC(=O)C1CCN(C(=O)C2CCC2)CC1	-3%
COc1ccc(NC(=O)c2sc3nc4c(cc3c2N)CN(Cc2ccccc2)CC4)cc1	i
O=C(Nc1ccc(F)cc1F)c1ccc(CN2CC(=O)N3CCCCC3C2=O)cc1 (stereo not drawn)	19%
O=C(Cc1ccccc1)N1CCC(c2noc(-c3ccncc3)n2)C1 (stereo not drawn)	7%[5.79 µM]
O=C(C1CC1)N1CCC(c2nc(C3CCOCC3)no2)CC1	?
CCCCc1ncc(-c2nccn2C2CCNC2)[nH]1 (stereo not drawn)	10%
O=C(NCc1nnc2n1C(C(=O)NCCc1ccc(Cl)cc1)CC2)Nc1cccnc1 (stereo not drawn)	18%
COCCNC(=O)C1(C)CN(Cc2ccccc2)Cc2ccc(NCC(C)C)nc21 (stereo not drawn)	?
COc1cccc(C(=O)Nc2ccc(-c3cc(C(F)(F)F)nn3-c3ccccc3)cc2)c1	?
CC(C)c1noc(-c2cccn3c(CNC(=O)Cc4ccccc4Cl)nnc23)n1	i
COc1cccc(CNC(=O)C2CCCN(c3nnc(-n4c(C)ccc4C)s3)C2)c1 (stereo not drawn)	-14%
CCOC(=O)c1ccccc1NC(=O)CN1CCCN(Cc2cc(C)ccc2C)S1(=O)=O	-15%
COCCN1CC(CO)C2(CCN(Cc3ccc(OC)cc3OC)CC2)C1 (stereo not drawn)	-8%
CS(=O)(=O)N1CCCN(C(=O)NCc2ccc(F)cc2)CCNC(=O)CC1c1ccccc1 (stereo not drawn)	i
COCCNC(=O)c1c(C)oc2c1CN(Cc1cccc(F)c1)CC2	5µM*
C=CCNC(=O)N1CCC(O)(c2csc(CN3CC[C@@H](O)C3)n2)CC1	4%[44.1 µM]
Cc1ccnc(N2CCC(O)(c3ccc(F)cc3)CC2)n1	-24%
NC(=O)[C@H](CC1CCCCC1)NC(=O)[C@@H]1CN(C(=O)c2cccnc2)CCN1C(=O)c1cccs1	-15%
CCOc1ccc2c(n1)CCN(C(=O)NCC(C)C)C2	-17%
COc1ccc(CN2CCC3(Cc4ccccc4CNC3=O)C2)cc1OC (stereo not drawn)	-18%
Cc1cccc(Cc2cnc(NC(=O)C3Cc4ccc(C)cc4C(=O)O3)s2)c1 (stereo not drawn)	-3%
COc1cc2ccccc2cc1C(=O)Nc1cc(-c2nc3ccccc3o2)ccc1C	52%[activator]
CCC(=O)N(C1CCOCC1)C1CCN(S(=O)(=O)c2cccc(Cl)c2)CC1	-2%
CCCN(CCC)C(=O)Cn1c(=O)n(-c2cccc(C)c2)c(=O)c2c1c1cc(OC)ccc1n2C	i
CC(C)CCNC(=O)N1CCN(S(=O)(=O)c2ccc3c(ccn3C)c2)CC1	3%
CC(=O)c1cccc(NC(=O)C(Cc2ccccc2)NS(=O)(=O)c2ccc(Br)s2)c1 (stereo not drawn)	20%
COc1ccc(OC)c(S(=O)(=O)N2CCCOCCNC(=O)[C@@H]3CCCC[C@@H]32)c1	-11%
Cc1nc2c(c(-c3ccc(Cl)cc3)n1)CN([S+](=O)([O-])c1c(C)noc1C)CC2	i
CC1=C(C(=O)OC2CCCCCC2)C(c2ccccc2Cl)CC(=O)N1 (stereo not drawn)	?
COC[C@H]1C[C@@H](NCc2cccc3c2OCO3)[C@H](O)[C@@H]1O	?
O=C(c1ccc2c(c1)OCCO2)N(Cc1cccnc1)c1nc2c(F)cccc2s1	?
CCN(Cc1nc(COC)no1)Cc1cn[nH]c1-c1ccc(F)cc1	11%
Cc1ccc(-c2cc3c(=O)n(CCNC(=O)C4CCCCC4)ccn3n2)c(C)c1	?
Cn1c(=O)[nH]cc(CC(=O)N2CCC3(CC(=O)NC3=O)C2)c1=O (stereo not drawn)	25%
CN1CCC2(CC1)CNCc1ccccc1O2	i
CCOc1ccc(CCNC(=O)c2cccc(-n3c(C)nc4cccnc43)c2C)cc1	12%
Cc1c(C(=O)Nc2cccc(-c3nc4ccccc4s3)c2)oc2ccc(F)cc12	33%[activator]
CSCC[C@@H]1NC(=O)c2cc(NC(=O)c3n[nH]c4c3CCCC4)ccc2NC1=O	?
Cn1ccnc1C(=O)N1C[C@@H](COCC2CC2)[C@H](c2ccncc2)C1	i
CC[C@H]1CN(C(=O)C2CC2)CC[C@H]1CC(=O)O	21%[44.1 µM]
Cc1cc(C)n(-c2nc3cc(Cl)ccc3nc2Nc2ccc(C)c(F)c2)n1	60%[activator]
Cc1nc2c(c(SCC(=O)Nc3ccccc3C(F)(F)F)n1)CCC2	-17%
O=C(c1ccccc1Cl)N1C[C@@H](CO)[C@H](c2nc(C3CC3)no2)C1	-23%
COc1cccc(C2C(C(=O)Nc3ccccc3)=C(C)Nc3nc(-c4ccccc4)nn32)c1OC (stereo not drawn)	i
O=C(c1cn2cc(-c3cccs3)n(CC3CC3)c(=O)c2n1)N1CCCC1	i
O=C(NCC(c1ccc2c(c1)OCO2)N1CCN(c2ccccc2)CC1)C(=O)Nc1ccccc1 (stereo not drawn)	4%
COc1ccc(-c2noc(-c3nc(C)no3)n2)cc1OC	4%
CCc1noc(-c2cn(C3CCN(C(=O)c4ccc(Cl)cc4)C3)nn2)n1 (stereo not drawn)	i
CCCS(=O)(=O)N1CCC(Oc2ccc(-c3noc(-c4ccccc4)n3)cc2)C1 (stereo not drawn)	-25%[5.79 µM]
Cc1ccc2c(c1)N1C(=O)OC[C@@H]1CCN(C(=O)c1cc(C)on1)C2	-7%[44.1 µM]
Continuation.
SMILES	Pf Dd2 inh
CCCn1cc(S(=O)(=O)c2cc(C)ccc2C)c(=O)c2cc(F)c(N3CCOCC3)cc21	47%[activator]
COc1ccccc1N1CCN(C(=O)CN2C(=O)C(c3ccccc3)=NC2(C)C)CC1	?
O=C1CC(c2ccccc2)N(C(=O)CNS(=O)(=O)c2ccccc2)CCCCCN1 (stereo not drawn)	-19%
COc1ccc(C(=O)N2CCC3(CC2)COc2ccccc2NC3=O)cc1	-1%
Cc1nn(C)c2c1c(C(F)(F)F)cc(=O)n2Cc1ccc(Br)cc1F	2%
Cc1csc(NC(=O)c2nc3c(o2)CCN(Cc2c(C)noc2C)CC3)n1	i
Cc1onc(C(=O)N2CCC(CCOc3ccc(F)cc3)C2)c1Cn1cc(Cl)cn1 (stereo not drawn)	-12%
Cc1ccc(N2CCN(S(=O)(=O)c3nnc(NC(=O)c4ccc(C(C)C)cc4)s3)CC2)cc1	22%
CCc1ccc(CNC(=O)COc2cc(=O)n(CC)c3ccccc23)cc1	22%
COC(=O)c1ccc(NC(=O)CCCC(=O)OCC(=O)c2ccc(Cl)cc2)cc1	i
CC(C)[C@@H]1CN(C(=O)c2cc(N3CCCCC3)ccc2Cl)C[C@H]1N(C)C	?
CCCn1cc2c3c(cccc31)CN(C(=O)c1cccc(C#N)c1)CC2	i
O=C(CSc1nc2ccncc2[nH]1)Nc1ccccc1C(F)(F)F	47%[activator]
CS(=O)(=O)N1CCCC(C(=O)NCc2ccccn2)CCNC(=O)CC1 (stereo not drawn)	23%
CC1CCN(S(=O)(=O)c2cc(C(=O)N3CCN(c4ccccc4F)CC3)n(C)c2)CC1	?
O=C1NC2(CCN(Cc3ccccc3C(F)(F)F)C2)Oc2ccccc21 (stereo not drawn)	-23%
CCc1cccc(-n2nnnc2N2CCN(C(=O)Nc3ccc(C)c(Cl)c3)CC2)c1	-23%
Cc1ccc(NC(=O)Cn2c(SCc3ccc(F)cc3)nc3cccnc32)cc1F	25%
CC(C)NC(=O)N1CCN(C(=O)c2cccs2)[C@H](C(=O)N[C@@H](Cc2cccnc2)C(N)=O)C1	3%
O=C(c1ccccc1)N1CCC2(CC1)CC(=O)N(c1ccccc1)c1ccccc1O2	i
Cc1ccc(-c2ccc(=O)n(CC(=O)NCc3ccc(F)cc3)n2)cc1	2%
COC(=O)c1ccccc1NC(=O)CSc1cc(-c2ccccc2)nc(C)n1	31%[activator]
Cc1cc(C)c(CNC(=O)c2nc(-c3ccc(CO)cc3)cc3c2ccn3C)c(=O)[nH]1	-14%[44.1 µM]
CC[C@H]1CN(C(C)=O)CC[C@H]1CC(=O)NCc1ccccc1OC	-3%[44.1 µM]
O=C(Cc1c[nH]c2ncc(-c3cccnc3)cc12)Nc1ccccc1	?
O=C(Nc1nnc(S(=O)(=O)N2CCCC2)s1)c1ccc(F)cc1	i
O=C(c1cnc(N2CCCCC2)c2ccccc12)N1CCN(c2ccccc2F)CC1	-17%
COc1cccc(CN2C[C@@H]3C(C(=O)Nc4cncc(OC)c4)=NO[C@@H]3C2)c1	31%[44.1 µM]
CN(CCc1ccccn1)C(=O)c1ccc2c(c1)[nH]c(=O)n2C1CCC(O)CC1 (stereo not drawn)	5%
COc1ccc(C(=O)N[C@@H]2CCC[C@@H]2C(=O)N(C)C)cn1	32%[activator]
CCOc1ccc(S(=O)(=O)N2CCC(n3c(C)nc4cccnc43)CC2)cc1	-4%
COc1ccc(-c2cnc3[nH]cc(CC(=O)Nc4ccc(C(F)(F)F)cc4)c3c2)cc1	i
COc1cc2nc(NCc3ccccc3Cl)n3nc(-c4cccnc4)nc3c2cc1OC	?
O=C(NC1CCCc2c1cnn2-c1ccc(F)cc1F)c1ccsc1 (stereo not drawn)	-17%
COc1ccc(CN[C@@H]2CCC[C@@H](C(=O)NCc3cc(C)on3)CC(=O)N(C)C2)cc1	11%[44.1 µM]
CCOc1ccc(CCNC(=O)c2ccc3[nH]c(C)c(C)c3c2)cc1	-9%
COc1ccc(N2CCN(Cc3nc4c(c(=O)[nH]c(=O)n4C)n3Cc3ccc(C)cc3)CC2)cc1	-2%
COc1ccc(CNC(=O)N2CCCC(c3nn(C)c(=O)n3C3CCCC3)C2)cc1 (stereo not drawn)	-10%
COc1cccc(CNC(=O)Cn2ccn3nc(-c4ccccc4)c(CO)c3c2=O)c1	3%
CCOC(=O)c1cc(S(=O)(=O)N2CCN(c3ccccc3F)CC2)[nH]n1	-15%
COCCC(=O)N[C@H]1CC[C@]2(C)CCC([C@H](C)C(=O)NCc3cccs3)[C@H](O)[C@H]2[C@@H]1C (stereo partly drawn)	i
O=C1NC2(CCNCC2)C(=O)N1Cc1cccc(Cl)c1Cl	-5%
CCc1ccc(NC(=O)Cn2c(C(=O)OC)cc3oc(C)cc32)cc1	15%

Source: PubChem (National Center for Advancing Translational Sciences (NCATS))

Not all compounds are listed. The share of hits here may be higher or lower than overall.
